Source: PubChem (Sanford-Burnham Center for Chemical Genomics)
VHR inh color = blocks the human dual specificity phosphatase VHR1; inhibition, % at 20 µM; recombinant VHR phosphatase, colorimetric substrate read-out; 50,000 compounds, 0.7% hits; P51452; in the data active means inhibition above about 60%; further: some results filed as inactive read as strong as hits
Target sequence (P51452 whole entry, looked up): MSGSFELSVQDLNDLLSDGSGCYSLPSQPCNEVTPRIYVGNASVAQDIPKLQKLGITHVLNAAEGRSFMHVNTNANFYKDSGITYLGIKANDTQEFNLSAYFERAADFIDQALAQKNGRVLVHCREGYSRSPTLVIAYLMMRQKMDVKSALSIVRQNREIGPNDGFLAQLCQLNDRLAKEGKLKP
Starred values were filed as active, the others as inactive.

The first 4 records as a preview:
SMILES | VHR inh color
COc1cc(C2Nc3ccccc3C(=O)N2c2ccc(C)cc2)ccc1O (stereo not drawn) | -9.7
CCCCC1C(=O)NC(=S)N(c2ccccc2)C1=O (stereo not drawn) | -3.7
O=C1Nc2ccccc2C1=Cc1nc2ccccc2c(=O)n1-c1cccc2ccccc12 | 0.2
COc1ccccc1NC(=O)c1ccccc1C(F)(F)F | 2.8

The list itself, from the start:
SMILES | VHR inh color
COc1cc(C2Nc3ccccc3C(=O)N2c2ccc(C)cc2)ccc1O (stereo not drawn) | -9.7
CCCCC1C(=O)NC(=S)N(c2ccccc2)C1=O (stereo not drawn) | -3.7
O=C1Nc2ccccc2C1=Cc1nc2ccccc2c(=O)n1-c1cccc2ccccc12 | 0.2
COc1ccccc1NC(=O)c1ccccc1C(F)(F)F | 2.8
CCCCOc1ccc(C=C2C(=O)NC(=S)NC2=O)cc1OC | -90.9
COC(=O)C1=C(C)NC(C)=C(C(=O)OC)C1c1ccc(C)o1 | -16.7
CCCOc1ccc(C(=O)Nc2ccc3ccccc3c2)cc1 | -15.4
CN1C(=O)/C(=C/c2cc(Br)cc([N+](=O)[O-])c2O)SC1=S | -0.2
O=C(NCc1cccnc1)c1nn2c(c1Cl)NC(c1cccs1)CC2C(F)(F)F (stereo not drawn) | -25.1
COc1cc(C(=O)Nc2ccc(S(=O)(=O)Nc3ncccn3)cc2)cc(OC)c1OC | -3.6
COc1cc(/C=c2\sc3nc4c(C)cc(C)cc4n3c2=O)cc(Br)c1O | -5.5
CCOC(=O)c1ccc(N2NC(=O)/C(=C/c3cc(Br)ccc3O)C2=O)cc1 | -12.8
CCc1ccccc1NC(=O)c1c(NC(=O)c2cccs2)sc2c1CCCC2 | -7.9
COc1ccccc1NC(=O)COc1ccc(C=C2C(=O)NC(=O)NC2=O)cc1 | -13.0
CN(C)c1ccc(-c2ncnn2-c2sc3c(c2C#N)CCCC3)cc1 | 0.6
O=C1/C(=C\c2cccc(O)c2)SC(=S)N1c1cccc(C(F)(F)F)c1 | -25.5
Cc1cc(-c2ccc(NC(=O)c3cccnc3)c(C)c2)ccc1NC(=O)c1cccnc1 | -46.4
O=C1C2C3c4ccccc4C(CO)(c4ccccc43)C2C(=O)N1c1ccc(Cl)c(Cl)c1 (stereo not drawn) | -14.4
Cc1ccc(N2C(=O)NC(=O)/C(=C\c3cc(Br)ccc3OCC(=O)O)C2=O)cc1 | -23.9
CSc1ccc(S(=O)(=O)N(CC(=O)Nc2cc(C)cc(C)c2)c2ccc(C)cc2)cc1 | -26.1
NC(=O)c1cc2n(n1)C(C(F)(F)F)CC(c1ccco1)N2 (stereo not drawn) | -10.8
O=C1C(Cc2ccccc2)S/C(=N/N=C/c2cccc([N+](=O)[O-])c2)N1c1ccccc1 (stereo not drawn) | -22.8
CCC(C(=O)Nc1ccccc1Cl)c1ccccc1 (stereo not drawn) | 1.7
O=c1[nH]c(/C=C/c2ccccc2)c([N+](=O)[O-])c(=O)[nH]1 | -0.5
O=C1CC(Nc2ccc(F)cc2)C(=O)N1c1ccccc1C(F)(F)F (stereo not drawn) | -20.1

An excerpt from further up, as a working copy:
SMILES | VHR inh color
O=c1[nH]c(/C=C/c2ccccc2)c([N+](=O)[O-])c(=O)[nH]1 | -0.5
O=C1CC(Nc2ccc(F)cc2)C(=O)N1c1ccccc1C(F)(F)F (stereo not drawn) | -20.1

(cont.)
SMILES | VHR inh color
COc1ccc(NC(=O)c2cccc(N3C(=O)c4ccc(C(=O)Nc5ccc(OC)cc5)cc4C3=O)c2)cc1 | 17.2
COc1ccc2nc(NC(=O)c3ccccc3[N+](=O)[O-])sc2c1 | -20.3
CC(=O)Nc1cc(C(=O)O)cc(N)c1Cl | -10.0
CN1CCN(C(=O)c2cc(-c3ccccc3)nc3ccccc23)CC1 | -2.1
CCOc1ccc(-n2nc3ccc(NC(=O)/C=C/c4ccco4)cc3n2)cc1 | 18.9
COc1ccccc1CC(=O)Nc1cccc([N+](=O)[O-])c1 | -51.3
O=C1S/C(=C/c2cc([N+](=O)[O-])ccc2O)C(=O)N1c1ccccc1 | -0.5
O=C(Nc1ccc(Cc2ccc(NC(=O)c3cccnc3)cc2)cc1)c1cccnc1 | 2.2
Cc1ccnc(NS(=O)(=O)c2ccc(NC(=O)c3ccccc3)cc2)n1 | -8.2
Cc1c(NC(=O)/C=C/c2cn(-c3ccccc3)nc2-c2ccc(F)cc2)c(=O)n(-c2ccccc2)n1C | -22.9
Cc1ccc(C(=O)Nc2sc3c(c2C(=O)N2CCCCCC2)CCCC3)cc1 | -4.2
CCc1ccc(S(=O)(=O)N2CCN(c3ccccc3OC)CC2)cc1 | -17.4
C[n+]1ccccc1/C=C\c1ccccc1O | -0.7
COc1ccccc1N1CCN(C(=O)COc2ccc(Br)cc2)CC1 | 3.9
O=C1CC(N2CCCC2)C(=O)N1c1ccc(F)cc1 (stereo not drawn) | -22.9
Cc1cccc(N2C(=O)NC(=O)/C(=C/c3cc(Cl)c(O)c(Cl)c3)C2=O)c1 | -18.1
COc1cccc(CN2CCN(Cc3cccn3C)CC2)c1 | 5.0
O=C(O)c1ccc(NC(=O)c2ccccc2NC(=O)c2ccccc2Cl)cc1 | -7.6
Cc1ccc(OCC(=O)Nc2sc3c(c2C#N)CCCC3)cc1C | -9.3
CC(C)OC(=O)CC(O)(c1ccccc1)C(F)(F)C(F)F (stereo not drawn) | -5.4
Cc1ccnc(NS(=O)(=O)c2ccc(NC(=O)c3cccc(I)c3)cc2)n1 | -32.4
Cc1ccccc1-c1nc2ccccc2c(=O)n1/N=C/c1c[nH]c2ccccc12 | -5.1
O=[N+]([O-])c1ccc(NCCCNS(=O)(=O)c2ccccc2)c(Cl)c1 | -1.5
Cc1cc(NC(=O)CSc2nc(-c3ccccc3)cc(-c3ccccc3)n2)no1 | 1.6
CC(=O)OCCCNc1cc(N2CCCC2)ccc1[N+](=O)[O-] | 6.2
Later entries:
SMILES | VHR inh color
COc1ccc(Oc2ccc(N)cc2)cc1 | 53.3
COc1ccc(C2=NN(C(C)=O)C(c3ccc([N+](=O)[O-])cc3)C2)cc1 (stereo not drawn) | -3.4
CCOC(=O)c1c(-c2ccc(C)cc2)csc1NC(=O)C1CC1 | 2.6
COc1ccc(/C=N/NC(=O)c2cc(=O)[nH]c3ccccc23)cc1OC | 6.3
CN1CCN(Cc2c(O)ccc3cc(-c4nc5ccccc5s4)c(=O)oc23)CC1 | -11.2
O=[N+]([O-])c1cccc(Nc2ncnc3ccccc23)c1 | 4.4
COc1cc(/C=N\NC(=O)CNc2ccc(C)cc2)ccc1OCc1ccccc1 | 113.2
O=C(N/N=C/c1ccccc1O)c1c[nH]c2ccccc12 | -17.0
O=C1NN(c2ccccc2)C(=O)/C1=C\c1ccc(Cl)cc1 | -6.2
COc1ccc(CCn2c(O)c(C3=c4cc(Br)ccc4=NC3=O)sc2=S)cc1OC | 0.0
Cc1ccccc1N(CC(=O)O)S(=O)(=O)c1ccccc1 | -11.4
COc1ccccc1-c1c(C(F)(F)F)oc2cc(OC(=O)c3ccco3)ccc2c1=O | -8.5
COc1ccc(Cl)cc1C(=O)Nc1ccccc1I | 97.4
CC(=O)N1CCN(c2cc(N3CCOCC3)c(F)cc2[N+](=O)[O-])CC1 | 3.1
COc1cccc(CNc2ccc3c(c2)CCC3)c1OC | 9.6
Cc1ccc(OCCOCCN2CCN(C)CC2)cc1C | 7.1
O=C(O)C1CCCCC1C(=O)NCCc1ccc(F)cc1 (stereo not drawn) | -43.9
Cc1cc(C)c2nc3s/c(=C\c4ccc(N(C)C)cc4)c(=O)n3c2c1 | -22.7
Brc1ccc(OCCOc2cccc(/C=N/n3cnnc3)c2)cc1 | 7.2
COc1ccc(C(=O)/C=C/Nc2cccc(Cl)c2Cl)cc1 | 3.3
COc1cc(-c2nc3ccccn3c2/N=C/c2cccc([N+](=O)[O-])c2O)ccc1O | -1.3
CCc1c(C)nc2[nH]nc(-c3cccc(-c4n[nH]c5nc(C)c(CC)c(=O)n45)n3)n2c1=O | -15.7
CCOc1cc(/C=C2\SC(=S)N(Cc3ccccc3)C2=O)ccc1OCc1ccc([N+](=O)[O-])cc1 | 4.6
Cc1cccc(NC(=O)/C=C/c2ccc(Cl)cc2)c1 | -4.4
COc1ccc(-c2nc3cc(NC(=O)COc4ccc(Br)cc4)ccc3o2)cc1 | -3.5

3 compounds from above, sorted by formula weight, low to high.
SMILES | VHR inh color
O=C1NN(c2ccccc2)C(=O)/C1=C\c1ccc(Cl)cc1 | -6.2
Brc1ccc(OCCOc2cccc(/C=N/n3cnnc3)c2)cc1 | 7.2
CN1CCN(Cc2c(O)ccc3cc(-c4nc5ccccc5s4)c(=O)oc23)CC1 | -11.2

Further compounds:
SMILES | VHR inh color
CCOC(=O)C1(Nc2ccc(C)cc2)Sc2cc(C)ccc2NC1=O (stereo not drawn) | 26.7
COC(=O)COC(=O)c1c(Cl)ccc(Cl)c1OC | -30.1
CC(=O)OCC12COC(C)C(C1)C(C)=CC2C (stereo not drawn) | -4.6
O=C(NCc1ccc(Cl)cc1)C(=O)Nc1ccc(F)cc1 | -18.5
COc1ccc(N(CC(=O)NCC(C)C)S(C)(=O)=O)cc1Cl | 3.9
CCOc1ccc(/C=C(/C#N)c2nc(-c3ccc(Br)cc3)cs2)c(OCC)c1 | 2.4
CCCN(CCC)C(=O)c1ccccc1NC(=O)c1ccccc1Cl | -12.3
O=C(COc1ccc(Cl)cc1Cl)Nc1ccc(O)c(-c2nc3ccccc3s2)c1 | -12.4
O=C(Nc1ccc(Br)cn1)Nc1ccccc1Cl | -6.6
COc1ccc(-c2nc3cc(NC(=O)c4cc5ccccc5o4)ccc3o2)cc1Cl | 4.5
CCCOC(=O)C1=C(C)NC2=C(C(=O)CC(c3ccccc3)C2)C1c1ccccc1Br (stereo not drawn) | -22.7
COc1ccc(-c2cc(C(=O)NCc3ccc(F)cc3)c3ccccc3n2)cc1OC | -7.1
COc1ccc(CNC(=O)CN(CCc2ccccc2)S(=O)(=O)c2ccc(OC)cc2)cc1 | 0.0
O=C1C2C3C=CC(C3)C2C(=O)N1/N=C/c1cccc(I)c1 (stereo not drawn) | 5.4
COc1cc(/C=C2/SC(=S)N(C)C2=O)ccc1OCc1cccc2ccccc12 | 15.0
CCC(=O)Nc1ccc2nn(-c3ccc(C)c(Cl)c3)nc2c1 | 1.9
Cc1ccc(NC(=O)CCN2C(=O)S/C(=C\c3ccccc3)C2=O)cc1 | -0.2
CCc1ccc(-c2nc(-c3ccc(F)cc3)no2)cc1 | -0.2
O=C(Nc1ccccc1[N+](=O)[O-])c1cc(-c2cccs2)nc2ccccc12 | -10.3
Oc1ccc(/C=N/Nc2nc3ccccc3s2)c(O)c1 | -9.9
CC(C)c1ccc(NC(=O)c2c(Cl)cccc2Cl)cc1 | -4.5
Oc1c(N=Nc2ccc(I)cc2)sc2ccccc12 | -13.4
CCOC(=O)c1ccc(-c2ccc(/C=C3\Sc4ccccc4C3=O)o2)cc1 | 69.6
CCOc1c(I)cc(/C=C2\C(=O)ON=C2c2ccccc2)cc1OC | 11.1
COc1ccc(C2/C(=C(/O)c3ccccc3)C(=O)C(=O)N2c2cccc(C(F)(F)F)c2)cc1OC (stereo not drawn) | 6.4
The results go on.
SMILES | VHR inh color
O=C(/C=C/c1ccc(-c2ccc(Cl)cc2Cl)o1)NCCCN1CCOCC1 | -0.2
CC(=O)NC(NC(C)=O)c1cccc([N+](=O)[O-])c1 | -5.6
O=C(NNC(=O)C12CC3CC(CC(C3)C1)C2)c1ccco1 | -19.4
O=C(O)c1cc(-c2cccnc2)nc2ccc(Br)cc12 | -12.6
COc1ccc(NC(=O)c2ccc(Oc3ccc(C(=O)Nc4ccc(OC)cc4)cc3)cc2)cc1 | 60.3
OCC#CC(O)(c1ccc(F)cc1)c1ccc(F)cc1 | 5.2
Cc1ccc(C(=O)Oc2ccc(C=C3C(=O)NC(=O)NC3=O)cc2)cc1 | -1.0
O=C1C(Cl)=C(Nc2ccc(F)cc2)C(=O)N1c1ccc(Br)cc1 | -8.9
C=CCc1ccccc1OCCn1cc(C=C2C(=O)NC(=O)NC2=O)c2ccccc21 | 10.0
O=C(CCCOc1ccccc1)Nc1ccccc1F | -10.5
CCOc1ccccc1NC(=O)CC1Sc2ccc(C(F)(F)F)cc2NC1=O (stereo not drawn) | -3.6
CCOc1cc(/C=C2/SC(=S)N(CC)C2=O)ccc1OCc1ccc(Cl)cc1 | 21.8
Cc1cccc(/C=C2/SC(=S)N(C)C2=O)c1 | -12.9
CC(=O)Cc1c(C(=O)O)c(C)nn1-c1ccccc1 | 10.1
O=C(N=Nc1c(O)n(CN2CCCCC2)c2ccccc12)c1ccncc1 | 1.4
C#CCSc1nc2ccccc2n1C(=O)/C=C/c1ccco1 | -6.4
CN(C)c1ccc(CNC(=O)C(O)(c2ccc(F)cc2)c2ccc(F)cc2)cc1 | 11.4
Cc1ccccc1-c1nc2cc(NC(=O)c3ccccc3[N+](=O)[O-])ccc2o1 | -12.4
CCOC(=O)C1=C(C)N=c2s/c(=C\c3ccc(OC)cc3)c(=O)n2C1c1ccc(OC)cc1 (stereo not drawn) | -33.4
N#Cc1ccccc1N=Cc1ccc(Cl)cc1Cl | -7.1
O=C1C2C3C=CC(C3=C3CCCCC3)C2C(=O)N1c1ccc(Cl)c(Cl)c1 (stereo not drawn) | 7.6
COc1ccc(/C=N/NC(=O)C(=O)NCc2ccc(Cl)cc2)cc1 | -19.7
COc1ccc(N2C(=O)S/C(=C\c3ccc(O)c(OC)c3)C2=O)cc1 | 9.5
Cc1cc(Cl)ccc1OCC(N)=O | -22.2
COc1cc(NC(=O)c2cnccn2)c(OC)cc1Cl | 13.8
More compounds:
SMILES | VHR inh color
CNc1oc(-c2ccccc2)nc1S(=O)(=O)c1ccccc1 | -8.4
Cc1sc(N/N=C/c2ccccc2)nc1-c1ccccc1 | 4.1
CC(C)(C)OC(=O)NNC(=O)C12CC3CC(CC(C3)C1)C2 | -1.8
CC(C)c1ccc(C(=O)NC2CC2)cc1 | 0.0
COc1ccc(/C=C2\SC(=S)N(C(C(=O)O)C(C)C)C2=O)cc1OC (stereo not drawn) | -10.3
Cc1nc(C)c(/C(O)=C/c2nc3ccccc3[nH]c2=O)s1 | -5.8
O=C(N/N=C/c1ccc(Cl)cc1)c1cc(-c2ccc3ccccc3c2)n[nH]1 | 7.6
O=C(O)CCN1C(=O)/C(=C/C=C/c2ccc([N+](=O)[O-])cc2)SC1=S | -12.0

An excerpt; count on the stated rates, not on these rows.
